P. falciparum M1AAP: P. falciparum M1AAP inhibitors, biochemical, fluorogenic H-Leu-NHMec substrate, 1536-well (AID 1445); recombinant M1AAP, H-Leu-NHMec fluorogenic kinetic assay; higher % means a stronger effect; inhibition, % at 30 µM; hits with a dose series show IC50 in µM; actives 0.42% (n = 220,000);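 active = primary inhibition above the hit cutoff, then over 50% inhibition at one or more dose response concentrations, cut at about 23% in these data, passing the limit was not always enough; inconclusive = conflicting primary data, or primary hits not chosen for dose response; inactive = low primary inhibition, or under 50% at every dose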;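 note: plate controls were DMSO full reaction for no effect and no enzyme background for full effect; strong numbers were not always called active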
PMI inhibition: MPI inhibition at elevated mannose 6-phosphate – biochemical, fluorescence intensity, high mannose 6-phosphate, primary screen (AID 1220). inhibition, % at 20 µM; hits with a dose series show IC50 in µM. actives 0.66% (n = 190,000). recombinant PMI enzyme, coupled fluorescence intensity; higher % means a stronger effect
M17LAP inhibition: P. falciparum M17LAP inhibitors, primary screen, biochemical, fluorogenic H-Leu-NHMec substrate, 1536-well (AID 1619). recombinant M17LAP, H-Leu-NHMec fluorogenic kinetic assay; higher % means a stronger effect. one-dose inhibition, % at 30 µM; IC50 in µM for titrated hits. actives 0.38% (n = 220,000);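 active = compound inhibiting the enzyme by more than half at any dose during confirmatory dose-response retesting; inconclusive = strong single-dose inhibitors picked by rank but not retested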;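 note: plate controls were full reaction with DMSO carrier for no effect and no enzyme background for full effect; strong numbers were not always called active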
PMI inhibitors: inhibitors of human PMI, primary screen, biochemical, fluorescence intensity, coupled assay (AID 1209) | purified PMI enzyme, coupled fluorescence intensity; higher % means a stronger effect | one-dose inhibition, % at 20 µM; IC50 in µM for titrated hits | actives 0.42% (n = 190,000);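 note: plate controls were DMSO vehicle for no effect and wells lacking substrate for full effect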
TNAP activation fold: stimulation of alkaline phosphatase TNAP activity – biochemical, luminescent, no phosphate acceptor, uHTS, primary screen (AID 1001); actives 0.03% (n = 200,000); activation fold at 20 µM; hits with a dose series show EC50 in µM; purified TNAP, luminescent activation assay, no phosphate acceptor; higher activation fold means a stronger effect; in the data active = activation fold from about 3, or a potency from the dose series; inactive = the rest, 99 in 100 with activation fold below about 1.6; note: many of its hits are not listed in these tables
WT yeast gro inh: growth inhibition of WT yeast, mitochondrial fusion screen. actives 2.1% (n = 190,000). mitochondrial fusion phenotypic screen, WT strain. inhibition, % at 10 µM; in the data active = inhibition above about 58%; tested in S. cerevisiae
Yfh1-off respiration: enhancers of respiration in Yfh1-depleted yeast, dose response, Friedreich's ataxia, plus single-dose screen (AID 1465) | fold induction at 50 µM, or EC50 in µM where a hit was titrated | S. cerevisiae Yfh1-off respiration, WST-1 reduction, 72 h; higher fold induction means a stronger effect | actives 0.074% (n = 220,000);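 active = fold induction of absorbance versus untreated yeast above a set limit, then at least 30% activation at any dose in follow-up; inconclusive = repeats straddling the limit, or above it without dose testing; inactive = fold induction below the set limit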;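 note: activators that raise dye reduction in frataxin-depleted yeast; strong numbers were not always called active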
LYP inhibition: inhibitors of LYP phosphatase, biochemical, fluorescence intensity, uHTS (AID 1779); recombinant LYP phosphatase, fluorescence intensity; higher % means a stronger effect; inhibition, % at 11.5 µM, or IC50 in µM where a hit was titrated; actives 0.054% (n = 290,000);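 note: plate controls were vehicle with enzyme for no effect and no enzyme for full effect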
XIAP displacement: small molecules displacing peptide from XIAP – biochemical, IAP family, fluorescence polarization (AID 1018); displacement, % at 20 µM, or IC50 in µM where a hit was titrated; XIAP BIR domain, fluorescence polarization peptide displacement; higher % means a stronger effect; actives 0.007% (n = 200,000); in the data active = displacement above about 50%; note: a part of the inactive calls stands beside numbers as strong as those of hits
WT yeast gro inh mutant strain: also measured in WT yeast gro inh; calls as there; inhibition, %; mitochondrial fusion phenotypic screen, mutant strain inhibition
Active calls of the source: *; i = inactive; ? = inconclusive; · = not tested or not shown. Cut-off read from the data, not from the text of the source, unless noted: active = inhibition above about 50%; inactive = the rest.

Field names – A = P. falciparum M1AAP; B = PMI inhibition; C = M17LAP inhibition; D = PMI inhibitors; E = TNAP activation fold; F = WT yeast gro inh; G = WT yeast gro inh mutant strain; H = Yfh1-off respiration; I = LYP inhibition; J = XIAP displacement
Cc1cc(C)c2[nH]c(=O)c(C(c3nnnn3CC3CCCO3)N3CCCC(C)C3)cc2c1 (stereo not given)
  A: 12%	B: -36%	C: 18%	D: -3%	E: 1	F: 0	G: -4	H: i	I: -1%	J: -3.3%
O=C(Nc1ccc(F)cc1)C1CCCN(S(=O)(=O)c2cccc3cccnc23)C1 (stereo not given)
  A: 7%	B: -1%	C: 5%	D: -3%	E: 1.1	F: 4	G: -9	H: i	I: -8%	J: -1.2%
CCn1c(SCC(=O)c2ccc(F)cc2)nnc1-c1ccoc1C
  A: -3%	B: -6%	C: 8%	D: 2%	E: 1	F: 12	G: 21	H: i	I: -5%	J: -0.2%
O=c1c2cc(Cl)ccc2oc2nc3n(c(=O)c12)CCCS3
  A: 5%	B: 14%	C: -8%	D: 2%	E: 1.1	F: 17	G: 20	H: i	I: 1%	J: -16%
Cc1ccc(/C=C/C(=O)c2nc3ccccc3[nH]2)cc1
  A: 7%	B: 9%	C: -10%	D: 7%	E: 1	F: 0	G: -21	H: i	I: 1%	J: -2.1%
O=C(CCNC(=O)c1ccc(Cl)cc1)Nc1c(F)c(F)cc(F)c1F
  A: 1%	B: -14%	C: 21%	D: -3%	E: 1	F: 0	G: -12	H: i	I: -2%	J: -5.9%
COc1ccc(-n2c(Cc3cccn3C)nnc2SCC(=O)NC2CCCCC2)cc1
  A: 6%	B: 8%	C: 6%	D: 2%	E: 1.1	F: -9	G: 3	H: i	I: -3%	J: -3.4%
Cc1nc2cc(CC(=O)O)ccc2o1
  A: 3%	B: -3%	C: 19%	D: -2%	E: 1.1	F: -20	G: -2	H: i	I: -1%	J: -2.4%
CCN1C(=O)N(CC)C2C1N(C(C)=O)C(=O)N2C(C)=O (stereo not given)
  A: 5%	B: 7%	C: -2%	D: 6%	E: 1.1	F: -14	G: -10	H: i	I: -8%	J: -3.7%
CCS(=O)(=O)c1ccc2c(c1)N(S(=O)(=O)c1ccc(C)cc1)CC(C(=O)O)O2 (stereo not given)
  A: 6%	B: -7%	C: -2%	D: -17%	E: 1.1	F: 9	G: 7	H: i	I: -5%	J: 0.5%
COc1cccc(CNC(=O)Cc2nc3nc(C)cc(C)n3n2)c1
  A: 2%	B: -12%	C: -8%	D: -1%	E: 1.1	F: 6	G: 9	H: i	I: -6%	J: -4.9%
CCN(CC)S(=O)(=O)c1ccc(N2CCOCC2)c(NC(=O)CC23CC4CC(CC(Br)(C4)C2)C3)c1
  A: -1%	B: 1%	C: 3%	D: 12%	E: 1.1	F: -4	G: 4	H: i	I: 7%	J: -8.2%
O=C(C1CC1)N1CCc2cc(Br)cc(S(=O)(=O)NC3CCCCC3)c21
  A: 0%	B: 2%	C: 0%	D: 6%	E: 1	F: 23	G: 8	H: i	I: -3%	J: -7.4%
CCn1cc(C(=O)NCCCOC)c(=O)c2cc(S(=O)(=O)N(C)C)ccc21
  A: 10%	B: 10%	C: 30%	D: 5%	E: 1	F: 1	G: -7	H: i	I: -2%	J: -17%
CC(=O)Nc1nc(-c2ccc(Br)s2)cs1
  A: 3%	B: -1%	C: -5%	D: -8%	E: 1.1	F: 26	G: 7	H: i	I: -14%	J: -6.2%
CN(CC(=O)Nc1ccc(S(=O)(=O)N2CCCC2)cc1)Cc1ccc(Cl)cc1Cl
  A: -2%	B: 14%	C: 0%	D: 20%	E: 1.1	F: 39	G: 2	H: i	I: 6%	J: -6.4%
CCN(CC)S(=O)(=O)c1cccc(NC(=O)Nc2cccc(C(F)(F)F)c2)c1
  A: -3%	B: -5%	C: 7%	D: -1%	E: 1.3	F: 19	G: 4	H: i	I: 7%	J: -12%
NC(=O)CNC1CC(=O)N(CCc2ccccc2)C1=O (stereo not given)
  A: 4%	B: 7%	C: -3%	D: 8%	E: 1.1	F: 1	G: -2	H: i	I: -11%	J: -5.0%
COc1cc(/C=C/C(=O)O)cc(S(=O)(=O)N2CCc3ccccc32)c1OC
  A: 7%	B: 9%	C: 5%	D: 5%	E: 1.1	F: -17	G: -21	H: i	I: -6%	J: 1.1%
CN(CC(=O)Nc1ccc(C#N)cc1)Cc1ccc(Cl)cc1
  A: 10%	B: 4%	C: 8%	D: 5%	E: 1.2	F: 29	G: 32	H: i	I: -27%	J: 2.3%
O=[N+]([O-])c1ccc(N2CCCC2)cc1N1CCCC1
  A: 12%	B: 50%*	C: 9%	D: 26%	E: 0.8	F: -5	G: 11	H: ?	I: 3%	J: -3.0%
Cc1cc(C)nc(SCC(=O)N(C)C)n1
  A: 2%	B: -9%	C: 0%	D: -5%	E: 1	F: -2	G: -10	H: i	I: -1%	J: -4.1%
Cc1c(N=C2N=C(NC(=O)NC(C)(C)C)c3ccccc32)c(=O)n(-c2ccccc2)n1C
  A: 2%	B: -7%	C: 12%	D: -6%	E: 1	F: -23	G: -1	H: i	I: -1%	J: -4.2%
Cc1ccc(S(=O)(=O)N(C)C)cc1NC(=O)COC(=O)c1ccc2c(c1)NC(=O)CS2
  A: 8%	B: ·	C: 15%	D: ·	E: ·	F: ·	G: ·	H: i	I: -5%	J: ·
Cc1cccc(C)c1NC(=O)NNC(=O)c1cc(C(C)(C)C)nn1Cc1ccccc1
  A: 4%	B: ·	C: 7%	D: ·	E: ·	F: ·	G: ·	H: i	I: 3%	J: ·
O=c1c2ccccc2c(/C=N/NS(=O)(=O)c2ccccc2)c(O)n1-c1ccccn1
  A: 13%	B: 3%	C: 38%	D: -27%	E: 1.2	F: 15	G: -1	H: i	I: -5%	J: -6.5%
Cc1ccc2nc(-c3cccc(N)c3)oc2c1
  A: 1%	B: 2%	C: -33%	D: 3%	E: 1	F: 17	G: 18	H: i	I: 0%	J: -4.4%
CCOc1ccc(N(C(=O)/C=C/C(=O)Nc2cc(C)on2)C(C(=O)NC2CCCC2)c2ccccc2C)cc1 (stereo not given)
  A: 11%	B: 14%	C: 5%	D: 24%	E: 1.1	F: 1	G: -13	H: i	I: 2%	J: -4.2%
CCOC(=O)C1(CCOC)CCN(Cc2nc(C(C)C)cs2)CC1
  A: 0%	B: -6%	C: -3%	D: -3%	E: 1.1	F: 2	G: -7	H: i	I: -10%	J: -4.5%
O=S(=O)(NCC(c1cccnc1)N1CCN(c2ccccc2F)CC1)c1cccs1 (stereo not given)
  A: 6%	B: 14%	C: -6%	D: 17%	E: 1	F: -5	G: -3	H: i	I: 5%	J: -9.7%
C=CCN(c1ccccc1)S(=O)(=O)c1ccc(Cl)c(C(=O)OCC(=O)N(C)C2CCS(=O)(=O)C2)c1 (stereo not given)
  A: 0%	B: 10%	C: -2%	D: 8%	E: 1.1	F: -17	G: -6	H: i	I: -2%	J: -6.9%
COCC(C)NS(=O)(=O)c1ccccc1 (stereo not given)
  A: -1%	B: -2%	C: 5%	D: -9%	E: 1.1	F: 19	G: 5	H: i	I: -6%	J: -3.1%
COc1ccccc1NC(=O)Cc1nn(C)c(=O)c2ccccc12
  A: 5%	B: 2%	C: 5%	D: 1%	E: 1.1	F: -10	G: -20	H: i	I: 3%	J: -4.8%
COc1ccc(CC(=O)Nc2cc(S(=O)(=O)N3CCCCC3)ccc2N2CCN(C)CC2)cc1
  A: 4%	B: -1%	C: -3%	D: -2%	E: 1.1	F: -1	G: -7	H: i	I: -4%	J: -10%
COc1ccc(NC(=O)c2ccc(-c3ccc(C)c4ccccc34)o2)cc1
  A: 10%	B: 13%	C: -3%	D: 0%	E: 1	F: 10	G: -11	H: i	I: -2%	J: -7.8%
Cc1ccc(C)c(S(=O)(=O)Nc2ccc(C(N)=O)cc2)c1
  A: 5%	B: 8%	C: 3%	D: 11%	E: 1	F: -13	G: -12	H: i	I: -8%	J: -1.7%
CC(=O)NC(=S)Nc1ccccc1F
  A: 3%	B: -3%	C: -1%	D: -8%	E: 1.1	F: -6	G: -1	H: i	I: 6%	J: -8.6%
CN1CCN(CCP(=O)(c2ccccc2)c2ccccc2)CC1
  A: -1%	B: 5%	C: 2%	D: 4%	E: 1.2	F: -9	G: 3	H: i	I: 0%	J: -2.5%
COc1ccc(Cl)cc1NC(=S)N1CCCC1
  A: 0%	B: 16%	C: -9%	D: 12%	E: 1.1	F: 2	G: 4	H: i	I: -2%	J: -2.7%
CCn1cc(C2N3CC4(C)CN2CC(C)(C3)C4=O)c2ccccc21 (stereo not given)
  A: -7%	B: 11%	C: 5%	D: 1%	E: 1	F: 19	G: 10	H: i	I: -4%	J: -3.4%
O=C(Nc1ccon1)c1cccc(S(=O)(=O)N2CCCC2)c1
  A: 3%	B: 10%	C: 6%	D: 10%	E: 1.1	F: -20	G: 1	H: i	I: -4%	J: 0.0%
Cc1ccc(NC2=NCCCCC2)cc1C
  A: -1%	B: 12%	C: 4%	D: 8%	E: 1.1	F: 5	G: 7	H: i	I: -2%	J: -3.5%
COC(=O)c1cn(CC(=O)Nc2ccc(F)cc2)c2ccccc12
  A: 9%	B: 6%	C: 3%	D: -1%	E: 1	F: -12	G: 0	H: i	I: -10%	J: -7.1%
C=CC(=O)N1c2ccccc2Sc2ccc(NC(=O)OCC)cc21
  A: 3%	B: ·	C: -3%	D: ·	E: ·	F: -22	G: 7	H: i	I: ·	J: ·
COc1cc2[nH]c(=S)nc(NC3CCCC3)c2cc1OC
  A: 7%	B: -150%	C: -6%	D: -76%	E: 1.1	F: 3	G: -14	H: i	I: -5%	J: -12%
Cc1cccc(-n2c(N)cc(=O)nc2SCC(=O)Nc2nnc(CC(C)C)s2)c1
  A: 4%	B: 4%	C: 4%	D: 8%	E: 1.1	F: 13	G: 13	H: ·	I: -4%	J: -7.5%
CCCCOCC1CC(CC#CCN2CCCCC2)C(=O)O1 (stereo not given)
  A: ·	B: -7%	C: ·	D: -8%	E: 1.1	F: 4	G: 1	H: i	I: 1%	J: -4.0%
Cc1ccc2c(c1)N(CC(=O)NCC1CCCO1)C(=O)C(C)O2 (stereo not given)
  A: -2%	B: -1%	C: 10%	D: -1%	E: 1.1	F: -16	G: -13	H: i	I: -8%	J: -2.7%

Single records, as listed above.
COC(=O)c1cn(CC(=O)Nc2ccc(F)cc2)c2ccccc12 is listed as P. falciparum M1AAP: 9%; PMI inhibition: 6%; M17LAP inhibition: 3%; PMI inhibitors: -1%; TNAP activation fold: 1; WT yeast gro inh: -12; WT yeast gro inh mutant strain: 0; Yfh1-off respiration: i; LYP inhibition: -10%; XIAP displacement: -7.1%
CCn1c(SCC(=O)c2ccc(F)cc2)nnc1-c1ccoc1C is listed as P. falciparum M1AAP: -3%; PMI inhibition: -6%; M17LAP inhibition: 8%; PMI inhibitors: 2%; TNAP activation fold: 1; WT yeast gro inh: 12; WT yeast gro inh mutant strain: 21; Yfh1-off respiration: i; LYP inhibition: -5%; XIAP displacement: -0.2%

Screening results deposited in PubChem by several laboratories.

The order is random. About 3.7% of those tested had a hit in this group.
